Bioassay records (PubChem)
GPR7 antagonist = human neuropeptides B/W receptor 1 antagonism; P48145; GPR7-expressing cells, fluorescence antagonist assay; inhibition, % at 4.4 µM; 290,000 compounds, 1.1% hits; in the data active means inhibition above about 16%, passing the limit was not always enough;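 further: cells stimulated with the agonist NPW; 0% = agonist with vehicle and 100% = vehicle without agonist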
IMP-1 inh = blocks Pseudomonas aeruginosa IMP-1 metallo-beta-lactamase; purified IMP-1, nitrocefin hydrolysis, epi-absorbance fluorescence; inhibition, % at 5.6 µM; 290,000 compounds, 0.45% hits; AID 1556;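 active means inhibition above the mean plus 3 SD of all compounds in the same screening run, cut at about 4.5% in these data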;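 further: 0% = IMP-1 with DMSO and 100% = DMSO wells lacking enzyme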
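Assay system: purified IMP-1; Quantity: IMP-1 0.2 nM before substrate addition; Medium: HEPES buffer pH 7.1 with ZnSO4 and Brij 35; Incubation: 15 min enzyme–compound preincubation, then 25 min nitrocefin reaction, 25 °C; Signal: fluorescence quenching readout, ex 480/em 530 nm; Controls: DMSO with and without IMP-1; Repeats: singlicate testing.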
GalR3 antagonist = antagonists of human GalR3; O60755; HEK293 GalR3-CNG cAMP membrane potential fluorescence; galR3 body fused to GalR1 C-terminus; inhibition, % at 3 µM; 360,000 compounds, 0.44% hits; AID 651719;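 active means inhibition above the screen-wide average plus 3 SD, cut at about 13% in these data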;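 further: forskolin and galanin both at EC90 stimulate the cells; cAMP rise reported by CNG channel membrane potential dye signal; 0% = forskolin plus galanin with DMSO and 100% = forskolin alone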
PHOSPHO1 block = inhibitors of human PHOSPHO1 phosphatase; Q8TCT1; recombinant PHOSPHO1, absorbance phosphatase assay; inhibition, % at 13.3 µM; 290,000 compounds, 1.1% hits; AID 1565; in the data active means inhibition above about 60%
Target sequence (Q8TCT1 whole entry, looked up): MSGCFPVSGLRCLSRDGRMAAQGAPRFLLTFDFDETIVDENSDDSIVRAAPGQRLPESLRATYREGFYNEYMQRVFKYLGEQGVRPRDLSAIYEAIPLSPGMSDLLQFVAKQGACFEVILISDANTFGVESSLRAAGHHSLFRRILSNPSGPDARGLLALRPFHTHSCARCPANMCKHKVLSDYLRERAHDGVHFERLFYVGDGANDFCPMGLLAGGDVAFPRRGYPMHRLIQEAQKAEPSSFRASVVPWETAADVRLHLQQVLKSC
V1R ag counter = activates human V1a receptor in oxytocin agonist counter-screen. P37288. CHO-V1R cells, Fluo-8 calcium fluorescence, agonist mode; 0% DMSO, 100% 3 nM vasopressin. activation, % at 3 µM. 320,000 compounds, 0.25% hits. AID 2797;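 active means activation above the mean activation of all tested compounds plus 3 SD, per screening run, cut at about 20% in these data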;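 further: signal is peak over basal fluorescence ratio across a 100 second FLIPR read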
Target sequence (P37288 whole entry, looked up): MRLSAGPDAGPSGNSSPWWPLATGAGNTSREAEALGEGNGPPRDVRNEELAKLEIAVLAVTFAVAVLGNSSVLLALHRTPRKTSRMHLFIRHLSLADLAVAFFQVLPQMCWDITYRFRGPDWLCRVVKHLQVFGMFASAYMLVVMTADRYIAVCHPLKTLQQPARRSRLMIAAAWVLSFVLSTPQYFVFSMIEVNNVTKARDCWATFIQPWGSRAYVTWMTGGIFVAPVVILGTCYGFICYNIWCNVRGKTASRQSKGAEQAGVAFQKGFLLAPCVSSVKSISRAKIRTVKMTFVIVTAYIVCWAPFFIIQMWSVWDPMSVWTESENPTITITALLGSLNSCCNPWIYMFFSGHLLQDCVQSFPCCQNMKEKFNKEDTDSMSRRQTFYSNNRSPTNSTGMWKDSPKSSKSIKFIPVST
OXTR ag = activates the human oxytocin receptor | P30559 | CHO-OTR cells, Fluo-8 calcium fluorescence; normalized: DMSO 0%, oxytocin 100% | activation, % at 3 µM | 320,000 compounds, 0.32% hits | AID 2435;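 active means activation above the mean of all tested compounds plus 3 SD, cutoff set per screening run, cut at about 20% in these data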;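 further: peak over basal fluorescence ratio from a 100 s FLIPR kinetic read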
Target sequence (P30559 whole entry, looked up): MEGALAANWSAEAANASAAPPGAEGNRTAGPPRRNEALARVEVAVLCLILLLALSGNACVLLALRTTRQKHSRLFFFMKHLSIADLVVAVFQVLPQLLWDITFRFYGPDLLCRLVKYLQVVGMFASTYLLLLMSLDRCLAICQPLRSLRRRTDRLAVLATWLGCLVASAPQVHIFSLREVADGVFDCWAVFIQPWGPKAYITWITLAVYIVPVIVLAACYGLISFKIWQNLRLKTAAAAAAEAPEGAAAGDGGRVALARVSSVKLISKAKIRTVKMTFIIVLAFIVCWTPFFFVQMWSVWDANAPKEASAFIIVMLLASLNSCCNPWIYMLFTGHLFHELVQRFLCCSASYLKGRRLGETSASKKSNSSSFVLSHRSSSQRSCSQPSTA
NS3 helicase inh = blocks Hepatitis C virus NS3 helicase unwinding | 290,000 compounds, 0.56% hits | NS3 helicase DNA unwinding, Cy5 molecular beacon fluorescence | AID 1800 | inhibition, % at 10.9 µM;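 active means inhibition above the mean of all tested compounds plus 3 SD, set per campaign, cut at about 35% in these data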;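 further: 0% = DMSO wells and 100% = thioflavine S control wells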
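Material: hepatitis C virus NS3 helicase domain fragment enzyme; measured by: Cy5 fluorescence, 0 and 60 min reads; control set: DMSO and thioflavine S; incubation: 60 min unwinding reaction at 25 °C after ATP addition; read-out basis: % inhibition from 60/0 min fluorescence ratio, DMSO 0%, thioflavine S 100%; repeats: singlicate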
FID counter = displaces DNA intercalator in HCV helicase counter-screen; DNA fluorescent intercalator displacement, fluorescence; inhibition, % at 7.9 µM; 290,000 compounds, 0.17% hits; AID 1845; in the data active means inhibition above about 37%;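 further: 0% = vehicle and 100% = reference compound; higher means more ethidium bromide displaced from hairpin DNA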
VIM-2 inhibitor = inhibitors of Pseudomonas aeruginosa VIM-2 metallo-beta-lactamase; purified VIM-2, nitrocefin hydrolysis, epi-absorbance fluorescence; inhibition, % at 5.6 µM; 290,000 compounds, 0.89% hits; AID 1527;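 active means inhibition above the mean of all tested compounds plus 3 SD, cutoff set per screening run, cut at about 7.5% in these data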;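 further: red hydrolysis product quenches plate fluorescence so inhibitors raise well fluorescence; 0% = enzyme with DMSO and 100% = DMSO without enzyme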
* marks the source's active call; other numbers are inactive results; . = not tested or not shown. Not a hit list; any-hit rate near 4.3%.

smiles | GPR7 antagonist | V1R ag counter | FID counter | VIM-2 inhibitor | OXTR ag | PHOSPHO1 block | IMP-1 inh | NS3 helicase inh | GalR3 antagonist
Cc1cc(C)cc(N2CCCn3c2nc2c3c(=O)n(CCN3CCOCC3)c(=O)n2C)c1 | -18 | -1.9 | -3 | 2.8 | -2.5 | -10 | -3.2 | -12 | -3
CC(C)NC(=O)CC1Nc2c3ccccc3nc(=S)n2C1=O (stereo unspecified) | 2 | -0.1 | 4 | -1.3 | 0.4 | -6 | -2.3 | -5 | -1
COc1cc2nc(NC(=O)c3ccc(Cl)cc3)[nH]c(=O)c2cc1OC | -4 | -0.2 | 0 | -3.4 | -0.3 | -12 | -5.1 | 3 | -4
CCCCC(OC(=O)c1cc2occc2n1C)C(=O)NCC1CCCO1 (stereo unspecified) | 6 | -0.6 | -27 | -1.9 | -0.4 | 21 | -0.3 | -5 | -2
CCOc1ccc(Br)cc1CSC(=N)N | 18 | 8.2 | 11 | -2.9 | 5.7 | -2 | -2.7 | -1 | 59*
CCOc1ccc(S(=O)(=O)NCc2ccccn2)c(C)c1C | -4 | -0.5 | -16 | -2.0 | -1.1 | . | -2.9 | 5 | -2
NNc1nc2sc3c(c2c(=O)n1Cc1ccccc1)CCC3 | -8 | -2.1 | -11 | -2.5 | -2.1 | -2 | -3.1 | 44* | 1
Cc1cc(C)cc(N(C(=O)c2cc3ccccc3oc2=O)C2C=CS(=O)(=O)C2)c1 (stereo unspecified) | 2 | 1.0 | -17 | -1.7 | 0.1 | -6 | -2.9 | 12 | 2
O=C(N/N=C/c1cn(CCOc2ccccc2)c2ccccc12)c1ccncc1 | -2 | 5.5 | -13 | -2.8 | 1.2 | -5 | -1.6 | -8 | 2
COc1cc2nc(CSc3ncn[nH]3)[nH]c(=O)c2cc1OC | -7 | 1.1 | -4 | -4.7 | 0.3 | 20 | -3.8 | -7 | -3
Cc1ccc(/C=C/c2ccc(=O)n(Cc3ccc(F)cc3)n2)cc1 | 5 | 2.3 | -15 | -0.4 | -0.8 | 11 | -0.9 | -7 | -6
COc1ccc(NC(=O)Cn2c(-c3ccccc3)cc(C(C)=O)c2C)c(OC)c1 | -6 | -0.8 | 0 | 0.9 | 0.3 | 9 | -1.5 | -13 | -4
COc1ccc(NC(=O)CSC2=C(C#N)C(c3ccco3)C(C(=O)Nc3nc4ccccc4s3)=C(C)N2)cc1 (stereo unspecified) | 6 | 0.1 | -7 | -7.1 | 0.3 | . | -0.2 | -61 | 2
O=C(NCCN1CCOCC1)c1cc2ccccc2[nH]1 | -3 | 0.1 | -1 | -0.4 | 0.5 | -1 | 0.4 | 2 | -2
CCOC(=O)c1sc(NC(=O)CSC(=S)N2CCN(C)CC2)nc1C | -3 | 4.3 | 6 | 1.8 | 0.6 | 20 | -0.8 | -8 | 0
O=C(NCc1nnc(SCC(=O)N2CCOCC2)o1)c1ccccc1F | -15 | 0.0 | 1 | -7.4 | 0.1 | -30 | -5.5 | 2 | 0
CCCCc1ccc(S(=O)(=O)NCCCN2CCCC2=O)cc1 | 0 | 6.6 | -25 | -0.3 | 5.1 | . | -0.7 | 0 | -3
Cc1ccc(Cl)cc1N1CCN(C(=O)CCS(=O)(=O)c2cccc3nonc23)CC1 | -10 | 4.7 | -2 | -1.0 | 6.4 | 4 | -2.6 | 6 | -11
CCOC(=O)C1CCN(C(=O)Cn2nc(C)n3nc(-c4ccc(OC)cc4)cc3c2=O)CC1 | 1 | 4.4 | -34 | -0.9 | 1.9 | 21 | -2.2 | -2 | -5
O=C(NNS(=O)(=O)c1ccc(Cl)cc1)c1cccs1 | -9 | 0.3 | 0 | -1.0 | 0.7 | 41 | -2.3 | 16 | -3
CC(=O)NCCc1nc2cc(NC(=O)c3ccccc3)ccc2n1C | -14 | 1.0 | -1 | -2.5 | -0.1 | 6 | -2.5 | 3 | -4
O=C(COc1ccccc1[N+](=O)[O-])Nc1cccnc1 | -5 | 0.6 | 7 | -1.8 | 1.1 | 2 | -3.1 | -2 | 3
S=C(NCCc1ccccc1)N1CCCCC1 | -4 | -0.4 | -3 | -1.2 | -0.8 | -6 | -0.8 | 41* | -4
O=C(CSc1nnc(-c2ccccc2)o1)N1CCCCC1 | -4 | 1.2 | -16 | -1.9 | 1.1 | 27 | -1.8 | 5 | -8

Some values from the results shown.
IMP-1 inh result of `O=C(COc1ccccc1[N+](=O)[O-])Nc1cccnc1` stands at -3.1
OXTR ag result of `S=C(NCCc1ccccc1)N1CCCCC1` stands at -0.8

The list goes on:
smiles | GPR7 antagonist | V1R ag counter | FID counter | VIM-2 inhibitor | OXTR ag | PHOSPHO1 block | IMP-1 inh | NS3 helicase inh | GalR3 antagonist
COc1cc(C(=O)NCCC(=O)N2CCN(C)CC2)cc(OC)c1OC | 6 | 0.7 | 2 | -4.2 | 0.7 | -13 | -2.4 | 1 | 0
Cc1[nH]n(-c2ccccc2)c(=O)c1N=Nc1ccc(Cl)cc1 | -22 | 1.2 | -5 | -2.3 | -0.8 | 19 | -2.1 | 0 | 7
COCCNC(=O)CN(C(=O)CCC(=O)Nc1cc(C)on1)c1cccc(C)c1C | -10 | 0.9 | -12 | -1.1 | 0.8 | 12 | -7.0 | 16 | -4
CN(CC1CCOCC1)C(=O)CC1C(=O)NCCN1CC1CCCCC1 (stereo unspecified) | -14 | 0.8 | -16 | -2.9 | 0.1 | 28 | -3.1 | 1 | -2
C[N+](C)=C1SCC(C)(/C=N/O)S1 (stereo unspecified) | -7 | 1.8 | -8 | -2.0 | 0.2 | 20 | -1.7 | -1 | 6
O=C(NCCNC1CCC(c2ccccc2)CC1)c1cccs1 (stereo unspecified) | 10 | 0.0 | 34 | 0.9 | 5.7 | -21 | -2.6 | -20 | -8
CC1CN(C(=O)CCC(=O)N2CCCCC2)c2ccccc2O1 (stereo unspecified) | 6 | 0.2 | -12 | -3.1 | 0.1 | -11 | -2.2 | 1 | .
CN(C)c1ccc(/C=C2\N=C(C(C)(C)C)OC2=O)cc1 | -2 | 1.5 | -17 | 0.5 | -0.6 | 18 | -1.9 | -5 | 2

The final 3 compounds of the part before lead into the next.
smiles | GPR7 antagonist | V1R ag counter | FID counter | VIM-2 inhibitor | OXTR ag | PHOSPHO1 block | IMP-1 inh | NS3 helicase inh | GalR3 antagonist
O=C(NCCNC1CCC(c2ccccc2)CC1)c1cccs1 (stereo unspecified) | 10 | 0.0 | 34 | 0.9 | 5.7 | -21 | -2.6 | -20 | -8
CC1CN(C(=O)CCC(=O)N2CCCCC2)c2ccccc2O1 (stereo unspecified) | 6 | 0.2 | -12 | -3.1 | 0.1 | -11 | -2.2 | 1 | .
CN(C)c1ccc(/C=C2\N=C(C(C)(C)C)OC2=O)cc1 | -2 | 1.5 | -17 | 0.5 | -0.6 | 18 | -1.9 | -5 | 2
CCN1C(=O)CSC1=Nc1ccc(Cl)c(Cl)c1 | -3 | 5.3 | -9 | -1.7 | 0.7 | 8 | -0.6 | -4 | -11
Cc1c(CCO)c(=O)n(-c2ccccc2)n1S(=O)(=O)c1ccc(F)cc1 | 33* | 0.5 | -25 | -5.0 | -0.7 | 12 | -4.8 | 2 | -3
Cc1ccc(S(=O)(=O)NCCC(=O)NCCSc2ccc(Br)cc2)cc1 | -2 | -1.2 | -21 | -0.9 | 5.7 | 38 | -0.3 | -7 | -2
COc1ccc(/C=C/C(=O)c2ccncc2)c2ccccc12 | -3 | 3.3 | -2 | 0.1 | 2.4 | 2 | -1.4 | -1 | -4
CCOC(=O)C1CCN(CC(=O)Nc2cc(C)nn2-c2nc3ccccc3s2)CC1 | 1 | . | -1 | -3.4 | . | 7 | -1.9 | 2 | 0
CC(NS(=O)(=O)c1ccccc1)c1n[nH]c(=S)n1-c1ccccc1 (stereo unspecified) | -10 | 0.6 | -9 | 15* | -0.5 | -4 | -2.6 | -4 | 2
O=C(Nc1ccc(Oc2cccnc2)cc1)C1CCCCN1Cc1ccc(CO)o1 (stereo unspecified) | 1 | -0.1 | -10 | -0.4 | -0.1 | 43 | 1.0 | 7 | -5
C=CCNC(=O)NC(=O)COC(=O)COc1ccc(Br)cc1F | -6 | -0.7 | -4 | -2.8 | -0.5 | -19 | -3.4 | -4 | -4
Cc1nnc(SCCN2CCOCC2)n1C | -7 | -0.7 | 7 | -4.0 | -0.1 | -5 | -4.4 | -2 | -9
O=S(=O)(c1ccccc1Cl)N1CCC(O)(c2ccc3c(c2)OCO3)CC1 | -2 | 4.7 | -12 | -2.3 | 6.1 | -31 | -2.6 | -4 | .
COC(=O)c1ccc(NC(=S)Nc2ccccn2)cc1 | 0 | -0.4 | -6 | -2.2 | -0.9 | -12 | -2.2 | -20 | 1
OCCC1CN(Cc2ccon2)CCN1Cc1ccc(F)c(F)c1 (stereo unspecified) | -4 | 0.7 | 0 | -2.1 | 0.0 | 21 | -2.7 | 33 | -2
CN1C(=O)c2ccc(NC(=S)NC(=O)C(C)(C)C)cc2C1=O | 9 | 0.8 | -2 | 0.3 | 0.3 | -2 | 0.9 | 1 | -3
Cc1ccc(CN(Cc2ccco2)S(=O)(=O)c2ccc(S(=O)(=O)NCC3CCCO3)cc2)cc1 (stereo unspecified) | -2 | 2.0 | -8 | -3.6 | 0.3 | 6 | -2.3 | -5 | -2
Cc1ccc(Nc2nnc(SCC(=O)c3cc4ccccc4o3)s2)cc1C | -7 | 0.0 | -3 | -2.4 | 0.0 | 26 | -0.9 | 14 | 0
Cc1cc(C)cc(OCC(=O)NNC(=O)CCN2C(=O)c3ccccc3C2=O)c1 | -10 | -1.1 | -16 | -7.6 | -2.5 | 9 | -5.0 | 7 | -6

GPR7 antagonist, hit marks shown above
compound | GPR7 antagonist | VIM-2 inhibitor | PHOSPHO1 block | IMP-1 inh | NS3 helicase inh | GalR3 antagonist
Cc1c(CCO)c(=O)n(-c2ccccc2)n1S(=O)(=O)c1ccc(F)cc1 | 33* | -5.0 | 12 | -4.8 | 2 | -3

More entries follow.
smiles | GPR7 antagonist | V1R ag counter | FID counter | VIM-2 inhibitor | OXTR ag | PHOSPHO1 block | IMP-1 inh | NS3 helicase inh | GalR3 antagonist
CCC(=O)Nc1ccc(Nc2nc(C)c([N+](=O)[O-])c(Nc3ccc(NC(=O)CC)cc3)n2)cc1 | -6 | -1.3 | -13 | -1.4 | -1.7 | -9 | -3.8 | -12 | 0
O=C(O)c1ccc2c(c1Nc1ccccc1)C(=O)c1ccccc1C2=O | -7 | 0.1 | -15 | -0.6 | -0.6 | 32 | -2.1 | 17 | -9
O=C(C1CCC(=O)N(C2CCCC2)C1)N1CCN(c2ccc(Cl)cc2)CC1 (stereo unspecified) | 5 | 3.3 | -33 | -2.4 | 0.7 | 8 | -1.6 | -6 | -1
CN(C(=O)COc1ccc(S(=O)(=O)N2CCOCC2)cc1[N+](=O)[O-])C1CCS(=O)(=O)C1 (stereo unspecified) | -9 | -0.3 | -18 | -0.9 | 0.1 | 38 | -2.4 | 5 | 7
